Screening results (PubChem BioAssay)
STAT3 inh: reduces IL-6 driven STAT3 reporter signal; inhibition, % at 5.5 µM; U3A cells, IL-6 STAT3-luciferase reporter, luminescence; host cell line lacks STAT1; 0.89% of 190,000 active;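 active = inhibition above the mean inhibition across all screened compounds plus 3 SD, cut at about 44% in these data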;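 note: 0% = DMSO only wells and 100% = 100 µM nifuroxazide control wells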
STAT1 blocker: STAT1 signaling inhibition; NIH 3T3 STAT1-luciferase reporter, IFN-gamma, luminescence; 0.35% of 200,000 active; AID 920; inhibition, % at 5.5 µM;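 active = inhibition above a set limit, the mean inhibition across all tested compounds plus 3 SD, cut at about 34% in these data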;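 note: 0% = IFN-gamma with DMSO and 100% = IFN-gamma with 300 µM nifuroxazide; values of inactives mirror those of a sister screen read the other way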
bIAP activator: intestinal alkaline phosphatase (bovine) activation; purified bovine IAP, CDP-star luminescence, 30 min; hits give high values; fold of DMSO-control signal, blank-subtracted; activation factor at 20 µM; 0.17% of 200,000 active; AID 1016;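 active = activation factor of 2 or more at 20 µM, a signal rise over negative controls twice the positive control's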
PPARg SRC3 recr: PPARgamma-driven SRC-3 recruitment agonism; biochemical PPARgamma/SRC-3 coactivator recruitment assay; activation, % at 8 µM; 0.26% of 200,000 active; AID 731; P37231; in the data active = activation above about 23%;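 note: 0% = DMSO and 100% = reference agonist; some compounds past the cut are filed as inactive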
PPARg SRC1 recr: agonists of human PPARgamma SRC-1 coactivator recruitment | PPARgamma-SRC-1 coactivator recruitment biochemical assay | P37231 | activation, % at 8 µM | 0.41% of 200,000 active | AID 631; in the data active = activation above about 19%;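 note: 0% = DMSO and 100% = reference agonist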
ROMK mod: modulators of human ROMK potassium channel; P48048; B-score at 10 µM; AID 1918; 2% of 130,000 active; Tet-inducible ROMK, thallium flux fluorescence; actives lie on both sides;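 active = signal ratio slope over the read window, or its plate-corrected B-score, at least 3 SD from the plate mean, either direction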;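 note: B-score of the F/F0 ratio slope over 7 to 12 s after thallium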
Target sequence (P48048 whole entry, looked up): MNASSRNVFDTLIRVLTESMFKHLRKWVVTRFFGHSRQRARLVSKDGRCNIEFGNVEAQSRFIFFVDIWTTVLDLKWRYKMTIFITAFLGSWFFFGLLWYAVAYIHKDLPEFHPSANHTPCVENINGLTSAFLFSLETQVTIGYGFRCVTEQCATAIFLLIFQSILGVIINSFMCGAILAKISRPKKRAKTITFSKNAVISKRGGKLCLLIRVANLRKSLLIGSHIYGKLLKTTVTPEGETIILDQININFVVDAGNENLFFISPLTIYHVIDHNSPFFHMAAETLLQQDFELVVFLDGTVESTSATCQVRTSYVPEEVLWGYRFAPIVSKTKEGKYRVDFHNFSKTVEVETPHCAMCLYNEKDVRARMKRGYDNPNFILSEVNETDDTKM
TNAP act hi DEA: activators of human TNAP at high phosphate acceptor concentration | P05186 | purified TNAP, CDP-star luminescence, 1 M DEA, 30 min; hits give high values; 0 = EDTA background, 1 = DMSO-only activity | activation factor at 20 µM | 200,000 tested, under 10 active;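 active = activation factor at least 2 at 20 µM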
Target sequence (P05186 whole entry, looked up): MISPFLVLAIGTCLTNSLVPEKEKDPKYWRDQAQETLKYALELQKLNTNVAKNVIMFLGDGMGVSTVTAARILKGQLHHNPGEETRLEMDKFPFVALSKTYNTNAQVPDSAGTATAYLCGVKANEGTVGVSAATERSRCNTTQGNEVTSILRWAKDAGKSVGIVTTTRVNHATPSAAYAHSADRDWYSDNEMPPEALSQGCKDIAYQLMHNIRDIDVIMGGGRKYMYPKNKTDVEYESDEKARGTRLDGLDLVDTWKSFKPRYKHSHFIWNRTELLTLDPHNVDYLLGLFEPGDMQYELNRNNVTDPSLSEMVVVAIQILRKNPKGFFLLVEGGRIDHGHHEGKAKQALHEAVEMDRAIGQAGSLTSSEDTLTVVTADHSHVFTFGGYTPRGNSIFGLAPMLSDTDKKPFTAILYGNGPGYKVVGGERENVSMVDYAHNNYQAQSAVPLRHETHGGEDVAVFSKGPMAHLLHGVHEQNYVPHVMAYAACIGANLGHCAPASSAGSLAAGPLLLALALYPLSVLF
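Measured by: Luminescent substrate turnover signal | Test system: Human TNAP | Input: TNAP 1/800 final | Dosing: 20 µM single point | Schedule: 30 min, room temperature | Controls: EDTA wells as negative control, DMSO wells as positive control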
TR-FRET SRC-2 ct: flags TR-FRET format artefacts in PPARgamma SRC-2 recruitment agonist screen. TR-FRET artefact counter-screen; hits give high values. TR-FRET ratio at 8 µM. 0.4% of 200,000 active; in the data active = TR-FRET ratio above about 2000; note: inactives centre near 1500
STAT3 act: activators of IL-6 induced STAT3 signaling | U3A cells, IL-6 STAT3-luciferase reporter, luminescence; 100% = signal with IL-6 EC80 alone | activation (% of control), % at 5.6 µM | 0.91% of 190,000 active | AID 871;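 active = activation above the screen-wide mean of compound activation plus 3 SD, cut at about 130% in these data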;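 note: 0% = background luminescence of wells with medium and substrate only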
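Assay system – human STAT1-deficient U3A cells with stable STAT3-luciferase reporter · Also added – IL-6 (33 ng/mL) · Schedule – compound 1 h, then IL-6 6 h at 37 °C · Technique – reporter luminescence signal · Evaluation – % activation versus median of IL-6-stimulated wells · Benchmarks – IL-6-only wells as 100% reference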
bIAP inh: blocks bovine intestinal alkaline phosphatase activity | purified bovine IAP, CDP-star luminescence, 30 min | inhibition, % at 20 µM | 190,000 tested, under 10 active | AID 1019;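 active = over 50% inhibition of intestinal alkaline phosphatase at 20 µM in the single-dose screen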
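System: purified bovine intestinal alkaline phosphatase (IAP) enzyme; Input: IAP diluted 1/65,000,000 in the well; Measured by: CDP-star luminescence signal; Compound dosing: 20 µM single dose; Incubation: 30 min reaction at room temperature.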
PPARg SRC-2 ag: promotes SRC-2 coactivator recruitment by human PPARgamma; 0.34% of 200,000 active; PPARgamma LBD-SRC-2 recruitment, biochemical; activation, % at 8 µM; P37231; AID 1032; in the data active = activation above about 22%;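 note: 0% = vehicle and 100% = reference agonist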
The depositor's hits bear a star; / = no result given. Hits appear at their usual frequency; any-hit rate near 3.7%.

molecule	PPARg SRC3 recr	STAT3 act	STAT1 blocker	bIAP inh	bIAP activator	TNAP act hi DEA	ROMK mod	PPARg SRC1 recr	TR-FRET SRC-2 ct	STAT3 inh	PPARg SRC-2 ag
COC(=O)Nc1ncc(CN2CCCCC2)s1	-10	111	-4	5	0.9	1	0.4	3	1435	-6	8
O=C(c1ccc2snnc2c1)N1CCN(c2ccccc2)CC1	-5	99	0	2	1	1	0.042	-5	1486	2	6
O=C1NCCN1C(=O)C12CC3CC(CC(C3)C1)C2	7	97	-2	4	1	1	-0.35	13	1565	6	-2
O=C(N/C(=C/c1ccccc1Cl)C(=O)N1CCCC1)c1ccccc1	-3	98	-3	-1	1	1.1	/	-3	1404	4	-11
COc1ccc(CC2(CO)CCN(Cc3cccc(OC)c3OC)CC2)cc1	-2	104	13	7	0.9	1.1	-0.16	-2	1526	0	-6
COC(=O)c1cc(C(=O)OC)cc(-n2c(C)cc(C(=O)CC#N)c2C)c1	-1	107	3	-5	1	1	/	6	1710	-2	0
COc1cc(/C=N/NC(=O)CCn2cnc(-c3ccccc3)c2-c2ccccc2)ccc1O	3	99	-6	/	0.4	1	/	0	1745	0	11
CN1CCN(C(=O)c2ccc(N3CCCC3=O)cc2)CC1	8	102	-5	12	0.9	1	/	0	1692	0	1
CCOC(=O)NC1(C(F)(F)F)NC(=O)N(C2CCCCC2)C1=O (stereo unspecified)	0	99	-3	7	0.9	1	0.8	-7	1514	1	-5
CN1CCN(C(=S)NC(=O)c2ccc(-c3ccccc3)cc2)CC1	7	102	-8	5	0.9	1	0.71	10	1683	5	3
O=C(CCCn1c(=S)[nH]c2ccsc2c1=O)Nc1ccc2c(c1)OCCO2	-2	77	21	-10	1.1	1	0.097	-7	1472	31	-10
C=CCn1cc(C(C)=O)c(=O)[nH]c1=O	7	97	14	-8	1.1	1.1	0.018	5	1686	4	6

molecule	PPARg SRC3 recr	STAT3 act	STAT1 blocker	bIAP inh	bIAP activator	TNAP act hi DEA	ROMK mod	PPARg SRC1 recr	TR-FRET SRC-2 ct	STAT3 inh	PPARg SRC-2 ag
O=C(COC(=O)c1ccc(Br)cc1)NCc1ccc(F)cc1	3	100	0	-8	1.1	1	/	-2	1451	-1	0
CN(N)c1nc2ccccc2nc1C(F)(F)F	7	100	0	10	0.9	1	-0.0018	3	1541	2	5
COc1cc(-c2nc3ccccn3c2NCC2CCCO2)ccc1O (stereo unspecified)	7	91	-7	18	0.8	1.1	-0.84	10	1505	13	0
COc1ccc(C(=O)NCC(=O)OCn2nnc3ccccc3c2=O)cc1OC	-4	104	2	3	1	1	/	-3	1435	-3	-3
c1ccc2c(c1)nc(-c1ccncc1)n1nnnc21	-8	85	-3	10	0.9	1.1	0.36	-4	1716	21	-2
CCOc1ccc(NC(=O)c2csc3c2CCCC3)cc1	2	104	-79	21	0.8	1.1	-0.011	-2	1637	-5	-2
COC(=O)CSC1=C(C#N)C(=O)NC2(CCCCC2)S1	-6	101	-5	14	0.9	1	0.66	2	1540	2	-2
c1ccc(-c2cc(N3CCCCCC3)n[nH]2)cc1	19	99	-33	13	0.9	1	/	1	1489	1	-3
Cc1c2c(nc3c(C)cccc13)OC(C)C2 (stereo unspecified)	13	96	-1	4	1	1	0.12	3	1576	4	5
CCCC(c1nnnn1C(C)(C)C)N1CCN(Cc2ccccc2OC)CC1 (stereo unspecified)	3	106	-2	-3	1	1	0.077	13	1683	-1	6
S=c1nc[nH]c2c1sc1nc(-c3ccccc3)c3c(c12)CCCC3	-2	102	-9	-17	1.2	1	/	1	1486	-8	7
Cc1nc2c(-c3ccc(F)cc3)c(C)nn2c(C)c1CCC(=O)NCCN1CCOCC1	4	94	1	1	1	1.1	/	-2	1625	16	-3

molecule	PPARg SRC3 recr	STAT3 act	STAT1 blocker	bIAP inh	bIAP activator	TNAP act hi DEA	ROMK mod	PPARg SRC1 recr	TR-FRET SRC-2 ct	STAT3 inh	PPARg SRC-2 ag
O=C(CNc1ccc(Oc2ccccc2)cc1)N1CCOCC1	-2	87	12	11	0.9	1	/	5	1511	19	7
CC(C)Cn1c(N)c(C(=O)COC(=O)c2cc(F)cc(F)c2)c(=O)n(C)c1=O	2	95	8	4	1	1	-2	4	1705	11	14
COCCOC(=O)c1c(C)oc2ccc(OCc3cc(C(=O)OC)oc3C)cc12	0	96	2	4	1	1.1	/	5	1509	13	5
CCOC(=O)CN1C(=O)CN(c2ccc(C)c(C)c2)C1=O	3	102	-11	13	0.9	1	/	1	1597	-4	2
Cc1ccc(N2C(=O)C(F)(F)C2c2ccccc2)cc1 (stereo unspecified)	1	105	1	7	0.9	1	/	5	1672	-4	8
CC(=O)NC1C(=O)N(CCc2ccccc2)c2ccccc21 (stereo unspecified)	-4	96	-7	-5	1	1	0.064	-7	1454	8	0
Cc1ccc2nc(-c3cccnc3)cc(C(=O)N3CCN(c4ccc([N+](=O)[O-])cc4)CC3)c2c1	3	93	-8	4	1	1	0.42	6	1542	13	1
O=C(CS(=O)(=O)Cc1ccccc1)N1CCc2ccccc2C1	-6	105	-11	10	0.9	1.1	/	-5	1278	-2	-5
Cc1ccc(C)c(N2CCN(C(=O)COc3cc(=O)n(C)c4ccccc34)CC2)c1	2	87	12	-5	1.1	1	-0.04	2	1421	16	3
CC(C)CNS(=O)(=O)c1ccc(C(=O)Nc2ccc3c(c2)OCCO3)cc1	-2	103	-26	5	0.9	1	/	-7	1554	6	4
CN(c1c(C#N)c(C(F)(F)F)nn1C)N(S(C)(=O)=O)S(C)(=O)=O	5	99	6	-4	1	1.1	-0.068	0	1664	5	5
CNC(=O)COC(=O)c1ccc([N+](=O)[O-])cc1Cl	-1	95	-3	-6	1.1	1	/	2	1510	5	0

Brought forward from above: two entries; new compounds follow.
molecule	PPARg SRC3 recr	STAT3 act	STAT1 blocker	bIAP inh	bIAP activator	TNAP act hi DEA	ROMK mod	PPARg SRC1 recr	TR-FRET SRC-2 ct	STAT3 inh	PPARg SRC-2 ag
CN(c1c(C#N)c(C(F)(F)F)nn1C)N(S(C)(=O)=O)S(C)(=O)=O	5	99	6	-4	1	1.1	-0.068	0	1664	5	5
CNC(=O)COC(=O)c1ccc([N+](=O)[O-])cc1Cl	-1	95	-3	-6	1.1	1	/	2	1510	5	0
CC1=C(C(=O)Nc2ccccc2)C(c2ccccn2)n2ncnc2N1 (stereo unspecified)	-3	101	-2	8	0.9	1.1	0.069	-3	1345	-2	0
O=C(CSc1nc2ccccc2c(=O)[nH]1)c1ccc(O)c(O)c1	-4	99	4	/	0.1	1	/	-4	1622	8	2
CCOC(=O)c1ccc(NC(=O)C2C3C=CC(C3)C2C(=O)O)cc1 (stereo unspecified)	4	96	-4	-5	1	1	/	2	1481	8	3
CCn1c(SCC#N)nc2c(c1=O)C1(CCCC1)Cc1ccccc1-2	2	98	-2	7	0.9	1	-0.0032	2	1656	11	-2
C#CCNC(=O)C1=C[C@H](c2ccc(C(F)(F)F)cc2)[C@@H](CCCO)[C@H](OCC)O1	2	/	3	-7	1.1	1	/	-2	1712	/	4
Cc1noc(C)c1COC(=O)CCCc1nc2ccccc2s1	5	96	5	6	0.9	1	/	0	1586	8	7
Cn1nnnc1SCC(=O)c1ccco1	-3	102	-8	1	1	1.1	/	2	1414	4	3
COc1cc(NC2=Nc3cccc4cccc2c34)cc(OC)c1OC	5	98	-5	-36	1.4	1	0.29	12	1705	0	14
CCOCCCN1CC(C(=O)NCc2ccc3c(c2)OCO3)CC1=O (stereo unspecified)	1	101	-1	12	0.9	1	0.16	-5	1530	11	1
C/C(=N\NC(=O)c1cc(C)oc1C)c1ccc2c(c1)OCO2	2	96	-16	7	0.9	1	-0.77	8	1587	10	1
COc1ccc(N(C(=O)c2ccc(F)cc2)C2=CC3CCC(C2)N3C)cc1 (stereo unspecified)	-1	109	0	-2	1	1	0.16	-2	1476	-5	2
Cc1ccc(-n2nc(C)c3c(-c4cccs4)c(C#N)c(N)nc32)cc1	-2	144*	7	5	0.9	1.1	0.3	6	1553	-47	3

molecule	PPARg SRC3 recr	STAT3 act	STAT1 blocker	bIAP inh	bIAP activator	TNAP act hi DEA	ROMK mod	PPARg SRC1 recr	TR-FRET SRC-2 ct	STAT3 inh	PPARg SRC-2 ag
COc1ccccc1CNC(=O)C1CCCN(S(=O)(=O)c2c(C)[nH]c(=O)[nH]c2=O)C1 (stereo unspecified)	-3	110	-1	-7	1.1	1.1	0.66	-3	1261	-4	1
O=C(CN1C(=O)COc2ccccc21)c1cccc(Cl)c1	-4	80	11	29	0.7	1.1	-0.78	3	1448	29	2
COc1ccc(-c2ccc(-c3nnc(-c4ccncc4)o3)cc2)cc1	-2	88	2	8	0.9	1.1	/	6	1553	21	-1
O=C(Nc1cccnc1)Nc1ccc(F)c(Cl)c1	-2	87	9	18	0.8	1.1	/	-6	1651	18	1
CCOc1ccc(N2C(=O)CC(Sc3n[nH]c(-c4ccccc4)n3)C2=O)cc1 (stereo unspecified)	3	100	10	-5	1.1	1	0.65	8	1577	2	-4
C=CCOc1nc(-c2ccncc2)nc2ccccc12	5	95	14	4	1	1.1	-2.5	13	1565	8	-5
